Source: PubChem (several laboratories)
bovine MsrA act: bovine MsrA enzyme activators, primary screen, biochemical, absorbance, HTS | Methionine sulfoxide reductase A (Bos taurus) | purified bovine MsrA, absorbance read-out | activation, % at 10.6 µM | 360,000 compounds, 0.3% hits | AID 602163, 2012; in the data active = activation above about 7.5%;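 also: 0% = vehicle and 100% = reference activator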
CSN inh: inhibitors of CSN-mediated cullin deneddylation, primary screen, biochemical, fluorescence polarization, uHTS | COP9 signalosome complex subunit 5 (Homo sapiens), Q92905 | Purified CSN, SCF-Nedd8-OG deneddylation | inhibition, % at 12.5 µM | 360,000 compounds, 0.38% hits | AID 651999, 2013;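 active = pattern-corrected inhibition above about 35%, with an unprinted fluorescence ratio check between 0.5 and 1.5, limit read from the data, passing the limit was not always enough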;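 also: 0% = enzyme with substrate and 100% = substrate without enzyme; some results filed as inactive read as strong as hits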
Target sequence (Q92905 whole entry, looked up, one chain of several): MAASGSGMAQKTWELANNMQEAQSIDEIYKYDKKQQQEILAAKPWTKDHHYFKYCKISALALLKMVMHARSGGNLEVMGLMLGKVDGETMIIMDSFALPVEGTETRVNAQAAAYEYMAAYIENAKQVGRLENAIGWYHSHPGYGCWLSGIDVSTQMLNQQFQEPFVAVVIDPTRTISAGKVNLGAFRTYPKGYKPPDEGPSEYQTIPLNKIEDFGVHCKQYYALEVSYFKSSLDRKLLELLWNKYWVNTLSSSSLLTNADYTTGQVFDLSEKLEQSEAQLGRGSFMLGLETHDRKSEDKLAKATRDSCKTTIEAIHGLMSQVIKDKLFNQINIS
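test system = HEK293T-derived human Csn5 enzyme | amount = 0.24 nM Csn5 enzyme, final concentration | medium = Tris/NaCl/DTT buffer, pH 7.5 | schedule = 90 min reaction at room temperature | signal = FP | evaluation = inhibition of Csn5 cleavage, % | compound dosing = single dose of 12.5 µM compound with 0.25% DMSO | probe or stimulus = 10 nM SCFSkp2-Nedd8OG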
MsrA inhibitor: bovine MsrA enzyme inhibitors, primary screen, biochemical, absorbance, HTS; inhibition, % at 15.5 µM; Methionine sulfoxide reductase A (Bos taurus); purified bovine MsrA, absorbance read-out; 360,000 compounds, 0.75% hits; AID 651718, 2012; in the data active = inhibition above about 4.5%;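 also: 0% = vehicle wells with enzyme and 100% = reference inhibitor wells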
TbMetRS inhib: T. brucei MetRS inhibitors, primary screen, biochemical, luminescence | methionyl-tRNA synthetase (Trypanosoma brucei brucei) | purified T. brucei MetRS, ATP depletion, Kinase-Glo luminescence | inhibition, % at 11.9 µM | 360,000 compounds, 0.4% hits | AID 624268, 2012;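 active = inhibition above a per-plate cutoff of the control wells' mean inhibition plus 3 SD, cut at about 5.5% in these data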;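 also: 0% = DMSO wells median and 100% = median of wells with control inhibitor compound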
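Dosing: 11.9 µM single point; system: parasite MetRS enzyme; technique: luminescence of leftover ATP; times: 15 min enzyme-compound preincubation, 2 h reaction, 10 min detection, 25 °C; replicates: each compound tested once; read-out basis: percent inhibition relative to median high and low control wells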
eLon inh: inhibitors of E. coli Lon protease, primary screen, biochemical, fluorescence polarization; P0A9M0; purified E. coli Lon protease; inhibition, % at 7.94 µM; 360,000 compounds, 0.42% hits; AID 602123, 2011; in the data active = inhibition above about 13%, passing the limit was not always enough;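 also: 0% = enzyme with probe and DMSO and 100% = no enzyme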
MLLE-PAM2 inh: inhibitors of PABP1 MLLE–PAM2 peptide binding, primary screen, biochemical, fluorescence polarization, FITC-PAM2, GST-MLLE | inhibition, % at 20 µM | AID 588489, 2011 | Polyadenylate-binding protein 1 (Homo sapiens), P11940 | 360,000 compounds, 0.36% hits; in the data active = inhibition above about 35%, passing the limit was not always enough;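 also: plate controls were DMSO wells with GST-MLLE for no effect and wells lacking GST-MLLE protein for full effect; some results filed as inactive read as strong as hits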
Target sequence (P11940 whole entry, looked up): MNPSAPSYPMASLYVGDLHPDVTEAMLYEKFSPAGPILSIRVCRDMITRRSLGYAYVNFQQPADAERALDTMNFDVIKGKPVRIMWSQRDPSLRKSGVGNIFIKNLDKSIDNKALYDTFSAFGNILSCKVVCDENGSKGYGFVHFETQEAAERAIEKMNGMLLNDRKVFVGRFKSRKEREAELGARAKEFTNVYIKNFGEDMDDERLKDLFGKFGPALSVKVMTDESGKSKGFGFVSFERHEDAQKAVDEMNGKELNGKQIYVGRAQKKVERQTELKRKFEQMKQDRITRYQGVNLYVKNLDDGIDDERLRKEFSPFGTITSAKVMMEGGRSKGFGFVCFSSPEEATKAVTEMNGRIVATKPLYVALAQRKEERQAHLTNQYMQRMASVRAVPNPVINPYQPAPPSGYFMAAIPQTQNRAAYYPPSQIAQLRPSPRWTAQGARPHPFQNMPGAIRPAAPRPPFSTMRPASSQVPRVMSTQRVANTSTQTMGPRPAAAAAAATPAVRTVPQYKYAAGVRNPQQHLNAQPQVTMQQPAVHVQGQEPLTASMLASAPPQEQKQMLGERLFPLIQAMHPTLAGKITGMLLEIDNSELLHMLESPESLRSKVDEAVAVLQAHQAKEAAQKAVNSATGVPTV
FAS TE block: FAS thioesterase domain inhibitors, primary screen, biochemical, fluorescence intensity, uHTS; Fatty acid synthase (Homo sapiens), P49327; AID 602261, 2012; 360,000 compounds, 0.67% hits; inhibition, % at 15 µM; recombinant FAS-TE, OMFH fluorogenic substrate, fluorescence endpoint;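 active = compounds whose normalised, plate-corrected inhibition of enzyme fluorescence in the single-dose primary screen is 50% or more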;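 also: 0% = DMSO with enzyme and 100% = substrate without enzyme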
Rin1 Abl inh: inhibitors of Rin1-Abl protein binding, primary screen, biochemical, TR-FRET; AID 588664, 2011; 360,000 compounds, 0.4% hits; inhibition, % at 7.35 µM; in the data active = inhibition above about 5%, passing the limit was not always enough
Neddylation inh: inhibitors of cullin neddylation, primary screen, biochemical, TR-FRET, uHTS, NAE and Ubc12; NEDD8-conjugating enzyme Ubc12 (Homo sapiens) + NEDD8-activating enzyme E1 regulatory …; calls only at 25 µM; 360,000 compounds, 0.58% hits; AID 651699, 2012; in the data active = inhibition above about 36%
The depositor's hits bear a star; i = inactive; . = not tested or not shown. Rows were taken by chance; about 4% have a hit in one of these screens.

Structure	bovine MsrA act	CSN inh	MsrA inhibitor	TbMetRS inhib	eLon inh	MLLE-PAM2 inh	FAS TE block	Rin1 Abl inh	Neddylation inh
Cc1ccc(S(=O)(=O)N2CCN(CCc3ccncc3)CC2)cc1	-3	3	-0.7	-0.2	-5	5	-3	4	i
CC(C)(C)c1ccc(C(=O)NC(=S)NCc2ccco2)cc1	-3	6	-0.8	-0.1	-5	16	27	-5	i
CC(C)CCC1(C)NC(=O)N(CC(=O)c2ccc[nH]2)C1=O (stereo not drawn)	2	11	1.1	-0.4	-11	-21	-4	-2	i
Cc1nc(S/C(=C/c2ccc(-c3ccc(Cl)cc3)o2)C(=O)O)n[nH]1	-6	7	0.8	-1.3	-6	-20	-2	-1	i
O=C1NC[C@H](CCCCN2C[C@H](Cc3ccccc3)N(Cc3ccccc3)C(=O)C2=O)N(CCc2ccccc2)C1=O	-3	-3	0.9	-1.1	-5	.	-4	.	i
COc1ccc(/C=N\NC(=O)c2cc(O)c(O)c(O)c2)cc1CN1CCN(c2ccc(F)cc2)CC1	-10	-9	1.0	1.4	-8	-2	-12	53*	i
O=C(C=C=Nc1ccccc1)C(=O)N=C=Cc1ccccc1	-6	20	0.3	0.7	-4	-22	5	1	i
Cc1ccc(C(=O)N/C(=C\c2ccc(F)cc2)C(=O)NCCN2CCOCC2)cc1	-3	3	-1.8	0.0	9	-5	-3	4	i

More entries follow:
Structure	bovine MsrA act	CSN inh	MsrA inhibitor	TbMetRS inhib	eLon inh	MLLE-PAM2 inh	FAS TE block	Rin1 Abl inh	Neddylation inh
O=C(CN1C(=O)c2ccccc2S1(=O)=O)NC1CCCC1	1	1	0.8	-0.1	-4	8	-9	-4	i
CCc1ccccc1NC(=O)NCCN1CCCCC1	-2	-4	-1.2	0.1	-5	2	-7	-2	i
Cc1noc(C)c1COC(=O)c1csc2c1CCCC2	-7	1	0.4	-0.6	-4	5	17	2	i
c1ccc(OCC2CCNCC2)nc1	-3	-3	-1.2	-0.6	0	1	-4	1	i
Cc1cc(NC(=O)CSc2cn(CCNC(=O)c3ccc(F)cc3)c3ccccc23)no1	-5	1	-0.3	-1.5	0	16	-1	3	i
COc1ccc(-c2oc3ncn(CCN4CCOCC4)c(=N)c3c2-c2ccc(OC)cc2)cc1	-1	4	-0.1	0.1	0	-5	7	2	i
CC(=O)Nc1ccc(N2C(=O)CSC2c2cccc([N+](=O)[O-])c2)cc1 (stereo not drawn)	-1	-5	0.2	1.1	-2	6	-11	0	i
CCCCn1c(N)c(N(CCOC)C(=O)COC(=O)COc2c(C)cccc2C)c(=O)[nH]c1=O	-2	-1	0.1	-0.2	8	-9	-9	4	i

New compounds follow
Structure	bovine MsrA act	CSN inh	MsrA inhibitor	TbMetRS inhib	eLon inh	MLLE-PAM2 inh	FAS TE block	Rin1 Abl inh	Neddylation inh
COc1ccc(NC(=O)CNC(=O)c2nn(-c3ccc(OC)c(Cl)c3)c(=O)c3ccccc23)c(OC)c1	-4	0	-0.4	-0.2	3	-2	21	-1	i
CC[C@]1(C(=O)OC)[C@H]2C(=O)N(C)C(=O)[C@H]2[C@H]2CN=C(SCc3ccccc3)N21	-3	0	1.1	1.1	7	-2	-10	0	i
CSCCC(=O)NC1CCCN(CCc2ccccc2)C1 (stereo not drawn)	0	-4	-1.1	0.2	-3	6	-6	0	i
COC(=O)C1=C(C)NC(=O)NC1c1ccccc1 (stereo not drawn)	-1	-7	-0.1	0.2	-6	3	-4	0	i
COC(=O)C1=C(C)NC(=O)NC1c1ccc(OC(=O)c2ccco2)cc1 (stereo not drawn)	-12	-2	-0.8	-1.3	10	19	2	-4	i
COc1ccc2[nH]cc(/C=N/NS(=O)(=O)c3ccc(C)cc3)c2c1	-1	4	-0.4	0.0	0	-4	6	1	i
Cc1ccc2nc3c(cc(C(=O)NCCN4CCOCC4)c(=N)n3CCCN3CCOCC3)c(=O)n2c1	0	3	.	0.2	2	12	-4	-4	.
COc1ccc(-c2sc3ccc(N4CCOCC4)cc3c2-c2ccc(O)cc2)cc1	-1	-3	0.0	-0.2	-7	0	7	0	i

The list goes on:
Structure	bovine MsrA act	CSN inh	MsrA inhibitor	TbMetRS inhib	eLon inh	MLLE-PAM2 inh	FAS TE block	Rin1 Abl inh	Neddylation inh
CC(C)c1csc(CN2CCCC(CCC(=O)NCc3ccccc3F)C2)n1 (stereo not drawn)	-3	-3	-0.5	-0.4	2	-5	-4	0	i
CC(NC(=O)CSc1ncccc1C(=O)O)C1CC2CCC1C2 (stereo not drawn)	-1	2	0.5	0.1	-2	1	-5	0	i
Nc1nnc(COc2ccccc2)s1	0	0	-0.8	-0.7	5	-7	-5	-3	i
CCCN(C(=O)c1ccco1)c1nnc(-c2ccccc2C)s1	-1	-7	-0.8	-0.5	6	0	10	-6	i
CN1C2=CC=CC=CC2=[N+](C)C12C([N+](=O)[O-])=CC(=[N+]([O-])[O-])C=C2[N+](=O)[O-] (stereo not drawn)	-9	0	1.1	-0.6	3	-6	-2	-1	i
O=S(=O)(c1ccc(-c2n[nH]c(=S)o2)cc1)N1CCCCC1	-1	0	3.6	0.5	3	-95	-3	0	.
CC1(C(=O)NCc2ccccc2Br)CCN1Cc1ccc(-c2ccccc2)o1 (stereo not drawn)	-3	-1	0.5	-0.1	2	24	20	-3	i
CCN1CCN(CCCNC(=O)CCC(=O)N2CC(C)Oc3ccc(C)cc32)CC1 (stereo not drawn)	2	-3	-0.4	0.2	9	-5	-4	-1	i

New compounds follow
Structure	bovine MsrA act	CSN inh	MsrA inhibitor	TbMetRS inhib	eLon inh	MLLE-PAM2 inh	FAS TE block	Rin1 Abl inh	Neddylation inh
CN1CCC(NC(=O)Cc2c(F)cccc2Cl)CC1	-11	-6	-0.4	-1.2	-3	3	-6	0	i
CCOC(=O)c1c(NC(=O)C2COc3ccccc3O2)sc2c1CC(C)(C)NC2(C)C (stereo not drawn)	-2	-6	0.2	0.3	-6	3	18	-2	i
COc1ccccc1N(CC(=O)Nc1cc(C)on1)S(=O)(=O)c1ccc(Cl)cc1	3	1	1.2	-0.2	2	-6	18	0	i
Cc1ccc(C)c(NC(=O)CCN2CC(C)CC(C)C2)c1 (stereo not drawn)	0	3	-0.5	-0.5	-6	-3	-8	2	i
O=C1CN(C(=O)c2c(F)cccc2F)C(c2ccc(F)cc2)c2cc(Br)ccc2N1 (stereo not drawn)	-2	-5	-0.1	-0.7	-9	-10	7	5	i
CCOc1ccccc1C(=O)N1CCN=C1SC	-1	2	-0.2	-0.5	1	-5	-4	1	i
CC(C)(C)[C@@H]1C=C(C(=O)NCc2ccccc2)O[C@H](OCc2ccc(CO)cc2)C1	-8	0	-0.8	-0.2	-1	-1	1	-3	i
O=C(CCN1CCN(S(=O)(=O)c2ccc(Cl)cc2)CC1)Nc1ccccc1F	-2	0	-0.7	0.6	4	18	33	1	i

Next section
Structure	bovine MsrA act	CSN inh	MsrA inhibitor	TbMetRS inhib	eLon inh	MLLE-PAM2 inh	FAS TE block	Rin1 Abl inh	Neddylation inh
O=C1NC[C@@H](CCCCN2C[C@H](Cc3ccccc3)N(CC3CCCCC3)C(=O)C2=O)N(Cc2ccccc2)C1=O	-1	-3	-0.7	0.2	0	.	2	.	i
CCn1nc(C)cc1C(=O)N1CCCC(C(=O)c2ccccc2SC)C1 (stereo not drawn)	1	2	-0.3	0.0	-1	9	-6	3	i
O=C(CCCCCn1c(=S)[nH]c2cc3c(cc2c1=O)OCO3)N1CCN(c2ccc(F)cc2)CC1	-5	0	0.7	-0.4	10	-22	2	2	i
COc1ccc(C)cc1S(=O)(=O)N1CCC(C(=O)NCCC2=CCCCC2)CC1	-2	-3	0.9	-0.2	1	-2	1	-1	i
CCOC(=O)c1c(NC(=O)COC(=O)C2CCC2)sc(C(=O)N(C)C)c1C	-2	-4	0.2	0.0	0	6	0	-1	i
CC(C)OCCCn1c(SCC(=O)Nc2ccccc2C(F)(F)F)nc2nccnc2c1=O	-2	-5	1.1	-0.1	-8	-3	-5	6	i
S=C1NC[C@H](Cc2cccc3ccccc23)N1CC1CCCCC1	-6	0	0.9	-0.3	-8	-138	-29	-3	i
COC(=O)C(Cc1c[nH]c2ccccc12)NC(=O)CCNC(=O)c1ccco1 (stereo not drawn)	-2	-1	-0.1	-0.1	10	3	-3	-2	i

Continued.
Structure	bovine MsrA act	CSN inh	MsrA inhibitor	TbMetRS inhib	eLon inh	MLLE-PAM2 inh	FAS TE block	Rin1 Abl inh	Neddylation inh
COc1ccc(OC)c(NC(=O)c2nc(S(=O)(=O)Cc3ccccc3)ncc2Cl)c1	-3	1	0.9	0.4	8	32	44	-3	i
COc1ccc(-c2cnnc(N/N=C/c3ccc(O)cc3)n2)cc1	-4	-2	4.2	0.2	-8	12	0	3	i
CC1CCN(C(=O)C(C)OC(=O)CSc2ccc([N+](=O)[O-])cc2)CC1 (stereo not drawn)	-11	4	3.2	-0.3	-3	36	19	3	i
Cn1nc(CC(=O)NCCN2C(=O)CSC2=O)c2ccccc2c1=O	-7	-2	0.6	-1.0	-14	12	-14	1	i
O=S(=O)(c1ccccc1)N1CCC2(CC1)OCCN2S(=O)(=O)c1cccs1	-1	-1	-0.8	0.0	-10	-2	11	-1	i
O=C(C1=NN[C@@H]2C(=O)N(c3ccccc3C(F)(F)F)C(=O)[C@H]12)C(c1ccccc1)c1ccccc1	-2	-11	0.2	0.0	-4	11	-17	-2	i
